Screening results deposited in PubChem by several laboratories.
IL1B NFkB inh = blocks IL-1B driven NFkB nuclear translocation in HUVEC cells; HUVEC IL-1B NFkB p65 nuclear translocation imaging; hit rate 0.43% among 94,000; AID 796; inhibition, % at 2 µM;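 active = inhibition above about 30% together with a positive call from visual inspection of the well image, limit read from the data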;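 note: nuclear over cytoplasmic p65 intensity ratio measured by imaging; 0% = IL-1B stimulated DMSO wells and 100% = unstimulated DMSO wells; values of inactives mirror those of a sister screen read the other way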
PLAP inhibitors HTS = inhibition of human placental alkaline phosphatase – biochemical, luminescence, HTS (AID 690). purified PLAP, luminescent substrate; higher % means a stronger effect. inhibition, % at 20 µM, or IC50 in µM where a hit was titrated. hit rate 0.08% among 96,000; in the data active = a potency from the dose series; inactive = the rest, 99 in 100 with inhibition below about 30%; note: strong numbers were not always called active
MRP reversal = compounds reversing MRP-mediated drug resistance. H69AR cells + 2 uM doxorubicin, CellTiter-Glo, 72 h. differential viability (reversal), % at 10 µM. hit rate 0.04% among 85,000;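 active = viability drop by adding the cancer drug above about 55%, with treated viability meeting a 40% cutoff, limit read from the data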;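 note: viability without doxorubicin minus viability with 2 µM doxorubicin for each compound; larger differential means the compound sensitizes cells more to doxorubicin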
NFkB transloc pot = enhances IL-1B driven NFkB nuclear translocation; HUVEC IL-1B NFkB p65 nuclear translocation imaging; activation, % at 2 µM; hit rate 0.3% among 94,000; AID 819;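 active = activation above 40%, about the mean plus 3 SD, also judged a hit on visual image review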;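 note: percent activation is computed from the nuclear over cytoplasmic p65 intensity ratio; values of inactives mirror those of a sister screen read the other way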
Bcl-B displacement = displacers of TR3 peptide from Bcl-B, primary screen, selectivity assay for Bfl-1 inhibitor project, biochemical, fluorescence polarization; FP displacement of FITC-TR3 peptide from Bcl-B; higher % means a stronger effect; displacement, % at 20 µM, or IC50 in µM where a hit was titrated; hit rate 0.11% among 96,000;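 active = displacement above 50% at 20 µM plus a fluorescence interference ratio under 1.5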;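 note: plate controls were wells without compound for no effect and wells lacking Bcl-B protein for full effect; a part of the inactive calls stands beside numbers as strong as those of hits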
MRP reversal cytotoxicity = further read-out of MRP reversal, marked with its call; viability, %; H69AR cells, CellTiter-Glo, 72 h; measured here: cytotoxicity without doxorubicin
MRP reversal with doxorubicin = recorded beside MRP reversal, whose call it bears; viability, %; measured here: viability with 2 uM doxorubicin; active compounds read low
IL1B NFkB inh cell count 2 µM = recorded beside IL1B NFkB inh, whose call it bears; cell count; measured here: cells passing quality filter;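 raw number of nuclei counted in each imaged well without normalization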
NFkB transloc pot cell count 2 µM = further read-out of NFkB transloc pot, marked with its call; cell count; measured here: cells passing quality filter
Active calls of the source: *; x = no result given. Only part of the results is shown, so the mix of outcomes need not match the whole.

(1) COCC(C)n1c(C)cc(C(=O)COC(=O)c2n[nH]c3ccccc23)c1C (configuration not stated)
(2) c1ccc(CSc2nnc(-c3c[nH]c4ccccc34)o2)cc1
(3) CCCCN(C(=O)Nc1ccc(OCC)cc1)C1CCN(C(C)=O)CC1
(4) Cc1cc(NC(=O)c2cccc(COc3ccc(Br)cc3)c2)no1
(5) COc1ccc(CCN2CC(C(=O)NCc3ccco3)CC2=O)cc1OC (configuration not stated)
(6) Cc1ccc(S(=O)(=O)/C(C#N)=C/c2c(N3CC(C)OC(C)C3)nc3ccccn3c2=O)cc1 (configuration not stated)
(7) CCOc1ccc(-c2nc(CSCC(=O)N3CCN(C(=O)c4ccco4)CC3)c(C)o2)cc1
(8) Cn1c(=O)c2ncn(CC(=O)Nc3ccc(N4CCOCC4)cc3)c2n(C)c1=O
(9) COCCCNCCOCCOc1ccc(C)cc1[N+](=O)[O-]
(10) Cn1c(=O)n(CCN2CCOCC2)c(=O)c2c1nc1n2CCCN1c1ccccc1

entry no.	1	2	3	4	5	6	7	8	9	10
NFkB transloc pot cell count 2 µM	158	97	156	75	152	190	x	196	108	x
IL1B NFkB inh	1	-1	-4	-2	6	2	x	5	-5	x
PLAP inhibitors HTS	-226%	1%	-11%	-6%	-12%	-29%	-67%	-18%	2%	-51%
MRP reversal with doxorubicin	91	97	83	76	x	39	81	x	x	x
Bcl-B displacement	0%	2%	4%	-1%	1%	-13%	-20%	4%	-11%	3%
MRP reversal	0	-1	15	14	x	32	10	x	x	x
IL1B NFkB inh cell count 2 µM	158	97	156	75	152	190	x	196	108	x
MRP reversal cytotoxicity	91	97	98	89	x	71	90	x	x	x
NFkB transloc pot	-1	1	4	2	-6	-2	x	-5	5	x

(11) Cc1ccc(C(=O)NCc2ccco2)cc1[N+](=O)[O-]
(12) CCOC(=O)Cc1nnc2c(Nc3ccccc3F)nc3nonc3n12
(13) CC1CC(=O)C2=C(C1)Nc1ccccc1N=C2 (configuration not stated)
(14) COC(=O)C1=C(NC(=O)c2cccc(OC)c2)CCS1
(15) CC1(C)CC(=O)C(CCC(=O)c2ccccc2)C(C)(C)N1 (configuration not stated)
(16) COC(=O)/C=C/C(=O)NCc1ccco1
(17) CC1(C)N=C(N)NC(Nc2ccc(Br)cc2)=N1
(18) Cc1ccc(CN2CCN(CC(=O)NCCCN3CCN(c4ccc(F)cc4)CC3)C2=O)cc1
(19) Cc1ccccc1Cn1nc(C)c(NC(=O)c2cc(-c3cccs3)on2)c1C
(20) Cc1cc(C)nc(N2CCCC(C(=O)NCCc3ccc(F)cc3)C2)n1 (configuration not stated)

entry no.	11	12	13	14	15	16	17	18	19	20
NFkB transloc pot cell count 2 µM	194	146	173	150	177	x	150	140	120	121
IL1B NFkB inh	-2	-30	-1	-24	-16	x	6	-11	3	16
PLAP inhibitors HTS	11%	3%	21%	-1%	-5%	-8%	-5%	-63%	17%	9%
MRP reversal with doxorubicin	x	86	68	x	95	x	x	103	x	96
Bcl-B displacement	-2%	8%	-5%	1%	-1%	-1%	0%	8%	-5%	-7%
MRP reversal	x	-19	5	x	6	x	x	-11	x	-1
IL1B NFkB inh cell count 2 µM	194	146	173	150	177	x	150	140	120	121
MRP reversal cytotoxicity	x	67	72	x	101	x	x	91	x	95
NFkB transloc pot	2	30	1	24	16	x	-6	11	-3	-16

(21) CCOC(=O)C(C)Sc1nnc(Cc2cc(=O)[nH]c(=O)[nH]2)n1-c1cccc(OC)c1 (configuration not stated)
(22) Cn1ncc2c(=O)n(CC(=O)NC34CC5CC(CC(C5)C3)C4)cnc21
(23) Cc1ccc(OCc2nnc(NC(=O)c3ccco3)s2)c(C)c1
(24) CCOc1ccccc1Nc1nnc(SCC(=O)Nc2cc(C)on2)s1
(25) CC(=O)c1cnc2nc(C)nn2c1C
(26) COc1ccc(-n2nc(C(=O)NCC(=O)Nc3ccccn3)c3ccccc3c2=O)cc1
(27) CCn1c(=O)cc(SCC(=O)N2CCN(C(=O)c3ccco3)CC2)c2ccccc21
(28) CC(=O)Nc1nc(C)c(Cc2ccccc2)c(=O)[nH]1
(29) CCCCCn1c(S(=O)(=O)O)nc2ccccc21
(30) Cc1ccc(C)c(NC(=O)C(C)CC2COCCO2)c1 (configuration not stated)

entry no.	21	22	23	24	25	26	27	28	29	30
NFkB transloc pot cell count 2 µM	141	205	106	132	125	185	112	x	117	x
IL1B NFkB inh	16	9	-16	1	-4	-4	-12	x	-1	x
PLAP inhibitors HTS	-29%	9%	-23%	3%	2%	17%	-14%	-3%	1%	-6%
MRP reversal with doxorubicin	86	x	109	60	95	x	59	99	115	x
Bcl-B displacement	13%	6%	-11%	7%	-4%	-6%	-5%	7%	0%	-8%
MRP reversal	11	x	-11	11	-1	x	0	-5	-12	x
IL1B NFkB inh cell count 2 µM	141	205	106	132	125	185	112	x	117	x
MRP reversal cytotoxicity	97	x	98	71	94	x	59	94	103	x
NFkB transloc pot	-16	-9	16	-1	4	4	12	x	1	x

(31) O=C1CC(C(=O)Nc2ccc(C(=O)O)cc2)C(c2ccccc2)O1 (configuration not stated)
(32) Cc1c(NC(=O)c2cc3ccccc3oc2=O)c(=O)n(-c2ccccc2)n1C
(33) COc1ccccc1-c1c(C(F)(F)F)oc2cc(OC(=O)c3cccc([N+](=O)[O-])c3C)ccc2c1=O
(34) O=C(CSc1nc2ccccc2n1CC(=O)N1CCCC1)Nc1nccs1
(35) CCOc1ccc(/C(O)=C2\C(=O)C(=O)N(CCOCCO)C2c2ccccc2OC)cc1 (configuration not stated)
(36) CS(=O)(=O)N(CC(=O)N1CCCC1)c1cccc(Cl)c1
(37) CCn1nc([N+](=O)[O-])c(C(C#N)c2nc3cc(C(F)(F)F)ccc3s2)c(Cl)c1=O (configuration not stated)
(38) O=C(NCCn1cccc1)c1cccc2ccccc12
(39) COC(=O)[C@H](C)NC(=O)NCc1ccccc1F
(40) COc1cc(Cl)c(S(=O)(=O)NCc2ccccn2)cc1Cl

entry no.	31	32	33	34	35	36	37	38	39	40
NFkB transloc pot cell count 2 µM	146	133	130	116	94	x	172	152	117	156
IL1B NFkB inh	1	-8	7	0	7	x	-17	-7	2	1
PLAP inhibitors HTS	3%	7%	-13%	6%	-12%	6%	1%	26%	7%	-131%
MRP reversal with doxorubicin	93	x	x	53	103	73	x	81	97	123
Bcl-B displacement	-7%	-5%	-2%	-1%	8%	-5%	-6%	-6%	3%	-4%
MRP reversal	12	x	x	17	4	26	x	5	-1	-13
IL1B NFkB inh cell count 2 µM	146	133	130	116	94	x	172	152	117	156
MRP reversal cytotoxicity	105	x	x	70	107	100	x	86	96	110
NFkB transloc pot	-1	8	-7	0	-7	x	17	7	-2	-1

(41) CCn1c(SCC(=O)N2CCN(c3ccc(Cl)cc3)CC2)nc2ccccc2c1=O
(42) CC1(C)CC(=O)C(C(=S)Nc2ccccc2)=C(NCCN2CCOCC2)C1
(43) O=C(CSc1ncnc2c1oc1ccccc12)N1CCCc2ccccc21
(44) COc1ccc(-c2nn(C)c3sc(C(=O)NCc4ccco4)cc23)cc1OC
(45) O=C(CSc1nnc(-c2cccs2)n1-c1ccccc1)NCC1CCCO1 (configuration not stated)
(46) CCN(CC)c1ccc(C2C(C(=O)OC(C)C)C(=O)CC(C)(O)C2C(=O)OC(C)C)cc1 (configuration not stated)
(47) CCn1c2ccccc2c2cc(N=C3SC(CC(=O)Nc4ccccc4OC)C(=O)N3C)ccc21 (configuration not stated)
(48) COc1ccc(OCCC(=O)OCc2c(C)noc2C)cc1
(49) CCC(=O)OCc1cc2cccc(C)c2[nH]c1=O
(50) FC(F)(F)c1ccc2c(c1)nc1n2CCCC1

entry no.	41	42	43	44	45	46	47	48	49	50
NFkB transloc pot cell count 2 µM	128	193	129	x	117	193	110	191	115	185
IL1B NFkB inh	8	0	3	x	-34	-11	-1	1	-5	-3
PLAP inhibitors HTS	22%	-1%	-35%	18%	-24%	4%	2%	-4%	2%	-23%
MRP reversal with doxorubicin	84	x	68	95	87	x	x	x	105	98
Bcl-B displacement	-6%	3%	1%	-9%	-1%	3%	-4%	7%	0%	-1%
MRP reversal	8	x	-1	-20	5	x	x	x	-10	-3
IL1B NFkB inh cell count 2 µM	128	193	129	x	117	193	110	191	115	185
MRP reversal cytotoxicity	92	x	68	75	92	x	x	x	95	95
NFkB transloc pot	-8	0	-3	x	34	11	1	-1	5	3

(51) N#Cc1cc(-c2ccccc2)cnc1Cl
(52) O=C1c2ccccc2S(=O)(=O)N1CC(O)Cn1c2ccccc2c2ccccc21 (configuration not stated)
(53) C=CCNC(=O)C1=NOC(CNC(=O)c2c(-c3ccccc3Cl)noc2C)C1 (configuration not stated)
(54) O=C(Nc1cccc(O)c1)N1CCOCC1
(55) O=C(NCc1cccs1)C1CCCN(S(=O)(=O)c2cccs2)C1 (configuration not stated)
(56) CCOc1ccc(OCCCC(=O)O)cc1
(57) Cc1c(C(=O)O)oc2ccc(S(=O)(=O)NCc3ccc4c(c3)OCO4)cc12
(58) Oc1c(Cl)cccc1C=Nc1cc(C(F)(F)F)ccc1N1CCCC1
(59) O=C(CCSCCc1ccncc1)NCCCN1CCOCC1
(60) O=c1[nH]nc(Cc2ccc(-c3ccc(Cl)cc3)o2)c2ccccc12

entry no.	51	52	53	54	55	56	57	58	59	60
NFkB transloc pot cell count 2 µM	x	139	126	79	187	178	134	166	82	126
IL1B NFkB inh	x	-6	-11	-8	0	2	0	5	10	11
PLAP inhibitors HTS	-25%	5%	-22%	x	9%	-23%	-8%	2%	6%	2%
MRP reversal with doxorubicin	x	89	x	85	85	x	123	x	103	x
Bcl-B displacement	-3%	-2%	0%	x	-8%	0%	0%	-11%	-4%	-5%
MRP reversal	x	3	x	16	10	x	-25	x	-3	x
IL1B NFkB inh cell count 2 µM	x	139	126	79	187	178	134	166	82	126
MRP reversal cytotoxicity	x	92	x	101	95	x	99	x	100	x
NFkB transloc pot	x	6	11	8	0	-2	0	-5	-10	-11

(61) CCOC(=O)N1CCN(c2c(N3CCN(c4cccc(C)c4C)CC3)c(=O)c2=O)CC1
(62) O=C(c1cccs1)n1nc(-c2ccccc2)nc1NCc1ccco1
(63) O=C1Nc2cc(Cl)cnc2N2CCCC12 (configuration not stated)
(64) O=[N+]([O-])c1ccc(C2CCCC/C2=N\OCc2cccc(F)c2)c([N+](=O)[O-])c1 (configuration not stated)
(65) O=C(Nc1cccc([N+](=O)[O-])c1)c1ccc2nc(N3C(=O)CCC3=O)sc2c1
(66) Cn1c(=O)c2cc(S(=O)(=O)N3CCC(c4ccccc4)CC3)ccc2n(C)c1=O

entry no.	61	62	63	64	65	66
NFkB transloc pot cell count 2 µM	55	170	x	172	97	189
IL1B NFkB inh	3	7	x	1	17	-2
PLAP inhibitors HTS	3%	x	-16%	0%	7%	2%
MRP reversal with doxorubicin	x	76	71	x	x	95
Bcl-B displacement	13%	x	27%	5%	6%	-6%
MRP reversal	x	12	14	x	x	5
IL1B NFkB inh cell count 2 µM	55	170	x	172	97	189
MRP reversal cytotoxicity	x	89	86	x	x	99
NFkB transloc pot	-3	-7	x	-1	-17	2
